# APJ antagonist – APJ receptor antagonism. CHO-K1 APJ beta-arrestin complementation, luminescence. inhibition, % at 20 µM. 330,000 compounds, 0.32% hits. AID 2521. P35414;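 active means inhibition above about 40% at 20 µM, limit read from the data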;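 further: cells challenged with 10 nM apelin-13 agonist together with compound; plate controls were apelin-13 plus DMSO wells for no effect and DMSO wells lacking apelin-13 for full effect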
# Target sequence (P35414 whole entry, looked up): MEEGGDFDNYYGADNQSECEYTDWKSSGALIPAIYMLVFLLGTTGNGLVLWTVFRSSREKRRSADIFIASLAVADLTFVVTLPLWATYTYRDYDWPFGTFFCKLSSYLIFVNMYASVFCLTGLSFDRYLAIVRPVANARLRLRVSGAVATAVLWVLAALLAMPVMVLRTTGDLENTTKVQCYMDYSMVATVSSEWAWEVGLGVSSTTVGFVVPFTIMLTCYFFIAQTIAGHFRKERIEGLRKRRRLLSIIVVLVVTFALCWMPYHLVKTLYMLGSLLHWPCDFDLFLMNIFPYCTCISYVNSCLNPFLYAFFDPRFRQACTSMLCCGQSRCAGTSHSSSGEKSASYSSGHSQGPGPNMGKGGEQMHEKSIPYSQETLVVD
# Gli-Sufu antag – blocks Gli-Sufu signaling in a luciferase reporter; inhibition, % at 5 µM; AID 588413; 340,000 compounds, 0.74% hits; Sufu-KO-LIGHT fibroblasts, Gli luciferase reporter luminescence;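 active means inhibition above about 55%, limit read from the data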;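 further: 0% = DMSO-treated cells and 100% = wells with medium but no cells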
# APJ agonist – APJ receptor agonism. P35414. CHO-K1 APJ PathHunter beta-arrestin, luminescence; 0% DMSO wells, 100% apelin. activation, % at 20 µM. 330,000 compounds, 0.11% hits. AID 2520;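 active means activation more than six SD over the plate average, tested at 20 µM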;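 further: 0% = DMSO alone and 100% = apelin-13 at 10 nM; some results filed as inactive read as strong as hits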
#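 Material: engineered CHO-K1 APJ arrestin reporter cells; amount: 1000 CHO-K1 reporter cells seeded per well; incubation: compound stimulation 90 min at 25 °C, detection 60 min; signal: luminescent beta-gal fragment complementation, chemiluminescent substrate; read-out basis: APJ agonist activity; controls: DMSO-only wells as negative, 10 nM Apelin-13 as positive control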
# CXCR6 inh – inhibitors of human CXCR6 receptor; O00574; CHO-K1 PathHunter CXCR6 beta-arrestin, luminescence; inhibition, % at 20 µM; 360,000 compounds, 0.36% hits; AID 602244; in the data active means inhibition above about 34%, passing the limit was not always enough;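 further: antagonist mode with CXCL16 agonist at 10 nM final; 0% = 10 nM CXCL16 with DMSO and 100% = unstimulated wells without agonist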
# Target sequence (O00574 whole entry, looked up): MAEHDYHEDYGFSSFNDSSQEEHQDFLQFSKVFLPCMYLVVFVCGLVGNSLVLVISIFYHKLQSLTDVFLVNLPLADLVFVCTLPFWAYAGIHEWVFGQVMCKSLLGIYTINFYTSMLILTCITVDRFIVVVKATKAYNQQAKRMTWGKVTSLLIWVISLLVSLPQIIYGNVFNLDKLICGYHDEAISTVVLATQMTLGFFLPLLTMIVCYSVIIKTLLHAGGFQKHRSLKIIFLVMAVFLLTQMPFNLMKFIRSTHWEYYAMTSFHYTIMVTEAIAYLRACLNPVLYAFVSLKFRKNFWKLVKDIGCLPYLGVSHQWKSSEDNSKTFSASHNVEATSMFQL
# CCR6 antagonist – blocks CCL20-driven beta-arrestin recruitment at human CCR6. 340,000 compounds, 0.49% hits. P51684. inhibition, % at 20 µM. CHO-K1 CCR6 PathHunter beta-arrestin, luminescence, CCL20-stimulated;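 active means compounds whose inhibition of the agonist-driven luminescence signal at 20 µM reaches about 50%, limit read from the data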;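 further: cells stimulated with CCL20 at 14 nM final; plate controls were DMSO with CCL20 for no effect and DMSO without agonist for full effect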
# UBC13 inh – human UBC13 polyubiquitination inhibition; 330,000 compounds, 0.47% hits; UBC13 polyubiquitin chain formation, TR-FRET; inhibition, % at 20 µM; P61088; in the data active means inhibition above about 45%, passing the limit was not always enough
# Target sequence (P61088 whole entry, looked up): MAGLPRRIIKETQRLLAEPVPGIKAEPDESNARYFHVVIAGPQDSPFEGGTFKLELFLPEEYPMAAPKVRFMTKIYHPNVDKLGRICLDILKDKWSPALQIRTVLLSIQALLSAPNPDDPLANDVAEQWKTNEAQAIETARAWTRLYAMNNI
# EBI2 antag – antagonists of human EBI2 receptor; EBI2 beta-arrestin recruitment, luminescence, 7a,25-OHC stimulated; 360,000 compounds, 0.81% hits; inhibition, % at 5 µM; P32249; in the data active means inhibition above about 38%;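 further: enzyme fragment complementation signal reports receptor beta-arrestin coupling in cells; 0% = agonist plus DMSO wells and 100% = wells without agonist; some results beyond the cut were filed as inactive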
# ATG4B inhibitor – ATG4B (human) cysteine protease inhibition. AID 504462. 340,000 compounds, 0.51% hits. Q9Y4P1. inhibition, % at 8.33 µM. ATG4B cleavage of LC3-PLA2, NBD-HPC fluorescence, 1 h; in the data active means inhibition above about 40%
# * marks the source's active call; other numbers are inactive results; i = inactive; x = no result given.
SMILES,APJ antagonist,Gli-Sufu antag,APJ agonist,CXCR6 inh,CCR6 antagonist,UBC13 inh,EBI2 antag,ATG4B inhibitor
CCCCNC(=O)c1ccc(CS(=O)(=O)c2ccc(C)cc2)o1,12,27,1,-10,1,-6,8,11
Cc1ccc2cc3cc(C(=O)NCCC(C)C)oc3nc2c1,6,1,3,0,1,14,14,4
S=C(NCCC1=CCCCC1)NCc1ccco1,7,35,-2,3,1,-14,-2,10
Cc1cc(NC(=O)CCC2COc3ccccc3O2)no1 (centres undefined),-4,3,-2,1,-1,1,-6,-2
Cc1ccc(C(=O)CCS(=O)(=O)c2ccc(F)cc2)cc1,-12,6,12,3,1,-1,1,-7
COc1ccc(Cl)cc1NC(=O)CN1C(=O)CCS(=O)(=O)c2ccccc21,x,-9,x,-4,-2,x,-1,-6
Cc1ccc(C)c(NC(=O)C2CCCN(S(=O)(=O)c3c(C)noc3/C=C/N(C)C)C2)c1 (centres undefined),9,9,-1,4,11,-13,7,0
COC(=O)C1(C(=O)OC)NOC2C(=O)N(c3ccccc3)C(=O)C21 (centres undefined),-3,6,-2,0,-12,13,0,1
Cc1ccc(S(=O)(=O)N(CC(=O)N2CCN(c3ccccc3F)CC2)C2CCCCC2)cc1,14,8,-4,20,2,2,14,7
COCCNCc1ccc(C(C)C)cc1,-2,-5,0,9,-3,-18,-4,-12
Cc1cccc(N(Cc2ccccc2)C(=O)C2CCN(C(=O)c3ccccc3C)CC2)c1,7,-2,-1,0,23,13,-1,1
CCOc1ccc(CSC(CC(=O)O)C(=O)O)cc1 (centres undefined),-24,2,-3,-7,6,-5,-8,-4
Cc1cccc(OCCSc2nc3ccccc3n2CC(=O)O)c1,13,1,-3,-13,-9,-3,-9,6
O=C(CNC(=O)c1ccc(Br)o1)NNC(=O)c1cccc(Cl)c1,-4,-8,-4,4,0,0,5,2
CC1(C)CC(=O)c2c(oc3ccc(NS(=O)(=O)c4ccc(C(=O)O)cc4)cc23)C1,-14,1,-4,-9,4,3,-1,1
Cc1nc(-c2ccc(Cl)cc2)sc1C1(C)CC(c2ccccc2)=NO1 (centres undefined),-9,-8,-5,-2,3,-1,-7,-6
COCCC(=O)N1CCC(n2nccc2NC(=O)c2ccccc2C)CC1,22,-9,2,-14,8,2,-1,17
COC(=O)C1=CN(C(C)C)C=C(C(=O)OC)C1c1cccc(OC)c1,9,-2,-3,4,3,19,-4,0
COc1ccc(C(=O)C(C)OC(=O)COc2ccccc2)cc1 (centres undefined),6,2,0,-5,4,6,2,-9
COc1cccc2c1OC1(C)CC2NC(=O)N1c1cccc(C(=O)N2CCN(c3ccccc3)CC2)c1 (centres undefined),13,0,-2,-4,8,-14,-2,-4
COc1ccc(S(=O)(=O)NCC(=O)N(CC(=O)NCc2ccco2)Cc2ccc(F)cc2)cc1,7,-17,2,2,3,-4,0,2
O=C(Nc1cc(S(=O)(=O)N2CCOCC2)ccc1N1CCOCC1)c1cccs1,-1,-1,-5,-4,2,-1,-2,-5
CCOC(=O)c1cnc(-n2nc(C)cc2C)nc1NNc1cc(C)nc(-c2ccccc2)n1,x,80*,x,2,16,x,37,-1
Cc1ccc(S(=O)(=O)NCC(c2ccco2)S(=O)(=O)c2ccccc2)cc1 (centres undefined),7,3,-3,1,2,4,-19,-8
CCOc1ccccc1C(=O)NCC(=O)N(C)Cc1cccnc1,4,19,-3,-3,11,9,-7,2
NC(=O)c1nn(-c2ccccc2)c(=O)cc1O,10,7,-2,6,-19,6,-2,-3
COc1ccc(-c2ccc(-c3nnn(CC(=O)N4CCOCC4)n3)cc2)cc1,14,25,-4,-7,23,-3,5,-13
CCOc1cc(C)c(Cl)cc1S(=O)(=O)NC1CC(C)(C)NC(C)(C)C1,-2,10,-1,5,9,17,-11,-4
CN(C)c1cc(Cl)c2nonc2c1N,3,13,2,8,12,-78,1,-9
CCC(=O)Nc1ccc(C(=O)COC(=O)C(CCSC)NC(=O)COc2ccccc2)cc1 (centres undefined),24,-3,7,-6,12,-2,-8,-14
COc1cc(CC(NC(C)=O)C(=O)NC2CCN(C(=O)Nc3ccccc3Cl)CC2)cc(OC)c1 (centres undefined),17,-4,-3,5,12,1,3,-6
CCCN(CCC)CCNC(=O)c1cc2c(=O)n(C)c3ccccc3c2n1C,11,63*,-2,2,7,38,0,-11
CC(=O)c1ccc(OC(=O)CCN2c3ccccc3Sc3ccccc32)cc1,-7,-5,5,-2,11,-1,-2,-2
CCC(=O)N1CCc2cc(OC)c(OC)cc2C1COc1ccc(F)cc1 (centres undefined),22,-3,1,-3,16,3,-3,-16
CCOc1ccc(-n2c(SCc3ccc([N+](=O)[O-])cc3)nnc2-c2ccccc2)cc1,-7,16,-3,21,17,-8,35,15
COc1ccc(NC(=O)c2ccc(Cl)cc2)c[n+]1[O-],x,12,x,-3,-4,x,-1,3
CC(C)Cn1c(CN2CCN(C)C(CCO)C2)nc2ccccc21 (centres undefined),13,-5,-1,4,25,5,4,17
COc1ccc(-c2cc(=O)oc3cc(OCC(C)=O)ccc23)cc1,6,-8,-1,4,4,4,-8,-10
CCOC(=O)C(C(=O)OCC)C(=O)c1cc(OC)c(OC)c(OC)c1,-3,-4,4,-6,-15,9,-11,9
CCC1(c2ccc(C)cc2)NC(=O)N(CC(=O)Nc2cccc(S(=O)(=O)N3CCCC3)c2)C1=O (centres undefined),-7,-6,0,8,-4,7,16,-56
O=C(CSc1nnc(-c2ccc(OC(F)F)cc2)o1)N1CCOCC1,-18,-36,7,7,-9,-8,-7,2
CCC1CCCCN1C(=O)CSc1nnc(CNC(=O)c2c(F)cccc2Cl)o1 (centres undefined),22,-9,0,0,12,-6,-14,-5
O=S(=O)(c1ccccc1)c1cnc(-c2cccnc2)nc1-c1ccc(Cl)cc1Cl,6,20,-1,12,30,5,14,-4
FC(F)(F)c1cccc(NCc2n[nH]c(=S)n2C2CCCCC2)c1,10,8,-3,3,17,6,1,-5
Cc1cc(=O)oc2cc(OCC(=O)N3CC(=O)Nc4ccccc43)c(Cl)cc12,-4,-1,0,5,0,5,2,-54
COc1cc2c(cc1OC)CN(c1ccc3ccccc3n1)CC2,10,-19,-2,-3,7,11,1,-4
N#CC1(Nc2ccc(-c3ccc(NC4(C#N)CCCC4)cc3)cc2)CCCC1,x,-19,x,-7,-6,x,-5,6
Cc1ccc(NC2CCCN(C(=O)c3ccc4nccnc4c3)C2)cc1C (centres undefined),18,-2,-3,-6,12,-2,2,1
O=C(NCC1CCCO1)Nc1cccc(Cl)c1 (centres undefined),16,-15,-4,-2,7,7,-1,4
CN(C)c1ccc(/C=N\S(=O)(=O)c2ccccc2)cc1,15,3,-1,-7,-6,-19,-7,33
# (listing goes on)
SMILES,APJ antagonist,Gli-Sufu antag,APJ agonist,CXCR6 inh,CCR6 antagonist,UBC13 inh,EBI2 antag,ATG4B inhibitor
CCN(CC)CCCNC(=O)CSc1nc(-c2cccs2)cc(C(F)(F)F)n1,-3,-18,-2,3,2,-2,-8,1
COC(=O)c1ccc(OCC(=O)NC2CCCCCCC2)cc1,4,0,-1,3,9,-9,5,2
Cc1ccc(CN(C(=O)COc2cccc(C)c2C)C2CCS(=O)(=O)C2)o1 (centres undefined),5,3,-4,5,17,6,0,5
CCN(CC(=O)Nc1ccc(NC(C)=O)cc1)C(=O)CCCc1c[nH]c2ccccc12,-9,4,-2,-6,2,-6,-7,-6
N#CC1=C(N)OC2=C(C(=O)CCC2)C12CCC1(CC2)OCCO1,-4,3,7,-2,4,2,-18,-14
COc1ccc(C(=O)NCC(C)NC(=O)c2ccc(OC)c(OC)c2)cc1OC (centres undefined),-7,5,-1,-11,-1,2,-7,-8
CC(=O)Nc1ccc(/C(C)=N/Nc2nc(N3CCOCC3)nc(N3CCOCC3)n2)cc1,-15,0,1,-8,7,-14,7,-5
CN=C1C=C/C(=N/N=c2\ccn(O)cc2C)C=C1C,46*,-7,-8,33,46,i,14,12
O=C(CSc1nnc(-c2c[nH]c3ccccc23)o1)c1ccccc1,4,-32,0,0,5,-1,1,-3
CS(=O)(=O)NCc1nnc(SCc2c(F)cccc2Cl)o1,21,x,1,-7,0,0,-9,-3
COc1ccc(Oc2ccc(C(F)(F)F)cc2NC(=O)c2ccc(F)cc2)cc1,-10,2,-4,-1,18,-12,-13,-6
COc1ccc(C(=O)NC(=S)Nc2ccc3[nH]c(=O)[nH]c3c2)c(OC)c1,3,-17,1,-4,-2,-6,-7,-8
CC(=O)Nc1ccc(-c2csc(NCc3ccccc3)n2)cc1,21,-39,-2,-3,0,6,6,8
COc1cccc(N2CCN(C(=O)c3ccc4nc(N5CCCCC5)sc4c3)CC2)c1,-56,-61,-3,6,9,3,2,3
Cc1[nH]c(=O)[nH]c(=O)c1S(=O)(=O)N1CCCC(C(=O)NCCc2ccccc2)C1 (centres undefined),5,-5,-4,-4,0,-1,-2,-10
COc1cc(SC)ccc1C(=O)OCC(=O)NCCNC(=O)COC(=O)c1ccc(SC)cc1OC,-6,-3,4,-3,-6,-5,-13,-21
Cc1ccc(NC(=O)CSCC(=O)NCCc2ccccn2)c(C)c1,-9,4,-3,-2,14,-5,-5,-3
O=C(CCCN1C(=O)c2ccccc2C1=O)Nc1ccc(S(=O)(=O)N2CCCCC2)cc1,11,-4,-4,4,10,-6,12,-8
O=C(O)C1OC2OC3(CCCCC3)OC2C2OC3(CCCCC3)OC12 (centres undefined),11,0,-1,4,13,0,4,-8
COc1ccc(NS(=O)(=O)c2ccc3[nH]c(=O)[nH]c3c2)cc1,-1,1,3,-1,-5,-1,1,3

# Three entries out of the list, sorted by count of non-hydrogen atoms, highest first:
SMILES,APJ antagonist,Gli-Sufu antag,APJ agonist,CXCR6 inh,CCR6 antagonist,UBC13 inh,EBI2 antag,ATG4B inhibitor
O=C(CCCN1C(=O)c2ccccc2C1=O)Nc1ccc(S(=O)(=O)N2CCCCC2)cc1,11,-4,-4,4,10,-6,12,-8
COc1ccc(Oc2ccc(C(F)(F)F)cc2NC(=O)c2ccc(F)cc2)cc1,-10,2,-4,-1,18,-12,-13,-6
O=C(O)C1OC2OC3(CCCCC3)OC2C2OC3(CCCCC3)OC12 (centres undefined),11,0,-1,4,13,0,4,-8

# (next part)
SMILES,APJ antagonist,Gli-Sufu antag,APJ agonist,CXCR6 inh,CCR6 antagonist,UBC13 inh,EBI2 antag,ATG4B inhibitor
CCOc1ccc(NC(=O)Nc2ccc(N(C)C(C)=O)cc2)cc1,4,5,7,-5,5,2,-20,-15
Cc1cccc(NC(=O)CSc2nnc(NC(=O)C3CC3)s2)c1C,-8,21,-4,4,-5,0,-7,-10
O=c1cc(-c2ccc(Cl)cc2)[nH][nH]1,13,10,-3,14,7,-12,-6,-1
COc1ccc(/C=N/NC(=O)c2ccc(F)cc2)cc1CN1CCc2cc(OC)c(OC)cc2C1C (centres undefined),15,-4,0,4,22,11,2,-9
COC(=O)c1cc(OC)c(OC)cc1NC(=O)c1cc(C(C)(C)C)oc1C,13,9,-6,-1,17,21,20,5
O=C(CSc1ccccc1)NCCCN1CCOCC1,-10,-4,-3,-7,-4,8,-6,-4
O=S(=O)(Nc1cccc(CCc2ccccn2)c1)c1cc(Cl)ccc1Cl,13,1,3,8,-2,-4,-1,-5
COc1ccc(C(=O)CSc2nnc(CNC(=O)c3ccc(OC)cc3)n2C)cc1,8,2,-2,-3,1,-1,8,-12
Cc1ccccc1C1=NC(c2ccc(F)cc2F)ON1 (centres undefined),7,0,-2,4,20,1,-1,-3
Cc1ccc(N2CC(=O)N(NC(=O)Nc3ccc(Cl)c(Cl)c3)CC2=O)cc1,1,2,-3,0,3,-2,15,-2
CN(C)CCCN(C(=O)c1ccc2c(c1)OCCO2)c1nc2cc3c(cc2s1)OCO3,-1,24,-3,13,18,-5,3,2
CCc1ccc2[nH]c(=O)c(C(c3nnnn3Cc3ccco3)N3CCC(C)CC3)cc2c1 (centres undefined),12,4,-1,-4,-10,8,9,-2
